IL2 activator = activates IL-2 in a cell-based reporter assay. IL-2 activation reporter assay, cell-based qHTS; stimulated with anti-CD3/CD4/CD28 beads; in transgenic mouse T cells. AID 652025. actives 0.065% (n = 360,000). activation, % (series mostly up to about 46 µM); in the data active = activation above about 50%; inconclusive = mostly about 30% to 49%; note: 0% is about no effect
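Unstimulated transgenic mouse T cells; 60-min compound exposure; bead-based TCR/CD4/CD28 stimulation; 18 h culture, 37 degrees C; dual fluorescence (EGFP, DsRed) plate cytometry.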
EPAC2 agonist = agonists of human EPAC2 (RAPGEF4); Q8WZA2; EPAC2 activation, biochemical qHTS; response scale: 100% = 6.5 mM cAMP response; Potency, µM (series often up to 154 µM), for inactives: at the top dose activation, actives largely listed as activators; actives 0.079% (n = 360,000); note: potency is the fitted concentration of half-maximal effect; nearly all actives have a fitted effect of over 50% in size
Target sequence (Q8WZA2 whole entry, looked up): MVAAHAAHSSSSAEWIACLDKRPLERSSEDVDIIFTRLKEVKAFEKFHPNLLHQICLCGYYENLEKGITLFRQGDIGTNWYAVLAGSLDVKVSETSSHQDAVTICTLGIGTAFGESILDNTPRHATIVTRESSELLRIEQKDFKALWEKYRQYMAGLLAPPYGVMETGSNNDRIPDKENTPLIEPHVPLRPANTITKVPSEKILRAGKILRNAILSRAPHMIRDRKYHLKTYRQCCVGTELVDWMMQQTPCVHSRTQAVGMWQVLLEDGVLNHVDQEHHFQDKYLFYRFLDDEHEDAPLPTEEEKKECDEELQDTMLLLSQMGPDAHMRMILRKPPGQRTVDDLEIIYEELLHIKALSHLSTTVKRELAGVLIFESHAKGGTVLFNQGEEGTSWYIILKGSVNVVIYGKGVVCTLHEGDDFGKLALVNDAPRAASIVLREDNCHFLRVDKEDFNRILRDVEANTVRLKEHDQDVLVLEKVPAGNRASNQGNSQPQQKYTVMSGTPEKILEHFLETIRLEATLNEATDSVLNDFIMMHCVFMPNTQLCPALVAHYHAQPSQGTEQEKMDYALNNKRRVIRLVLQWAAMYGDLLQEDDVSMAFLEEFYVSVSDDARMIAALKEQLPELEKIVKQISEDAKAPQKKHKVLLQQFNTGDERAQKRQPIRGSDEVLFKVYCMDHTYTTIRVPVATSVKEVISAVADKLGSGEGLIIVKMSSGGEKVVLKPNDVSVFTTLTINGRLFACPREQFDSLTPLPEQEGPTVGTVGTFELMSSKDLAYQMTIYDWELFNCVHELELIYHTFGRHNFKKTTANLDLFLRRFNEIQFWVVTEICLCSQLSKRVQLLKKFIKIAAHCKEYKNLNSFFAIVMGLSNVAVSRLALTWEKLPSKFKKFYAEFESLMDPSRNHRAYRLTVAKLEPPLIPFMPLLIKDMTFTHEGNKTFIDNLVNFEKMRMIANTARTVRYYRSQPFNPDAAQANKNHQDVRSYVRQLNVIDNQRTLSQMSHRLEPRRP
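Fluorescence exchange assay: 100 nM EPAC2 with 250 nM RAP1B-BODIPY-GDP and 50 uM GDP; compounds tested as a concentration-titration series (qHTS). Loss of Rap1-bound BODIPY-GDP fluorescence read at 480/540 nm; data normalized to 6.5 mM cAMP.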
TGFb SMAD3 inh = inhibitors of TGF-b signaling; actives 1.2% (n = 410,000); AID 588855; HepG2 CAGA-GFP TGF-b/SMAD3 reporter, GFP fluorescence, 18 h; TGF-beta stimulated, 500 pg/mL final; Potency, µM (titrated, usually from 46.1 µM), inactives show top-dose activity, negative = inhibition, usual class: inhibitors; note: potency is the fitted concentration of half-maximal effect; % is set by controls: 0 for no effect and ±100 for the full control effect; nearly all actives have a fitted effect of over 65% in size
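Read-out: total well GFP (ex488/em500-530) summed from mean per-cell fluorescence. Cells: HEPG2 CAGA-GFP, 1% FBS DMEM, 18 h at 37 degrees C with 500 pg/mL final TGF-beta. Unstimulated wells served as the full-inhibition control; stimulated DMSO wells = 0%.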
A549 tox = counter-screen for Nrf2 inhibitors: cytotoxicity in A549 cells. A549 ARE-Fluc cells, CellTiter-Fluor viability, 18-24 h. actives 0.16% (n = 390,000). Potency, µM (series often up to 46 µM), inactives show at the top dose activity change, negative = cytotoxicity, most hits filed as inhibitors; note: potency is the fitted concentration of half-maximal effect; % is set by controls: 0 for no effect and ±100 for the full control effect
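Cytotoxicity counterscreen: CellTiter-Fluor fluorescence was measured in A549 ARE_Fluc cells after 18-24 h of compound exposure in a concentration series. The subsequent BugLite luminescent read reports ARE-luciferase activity.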
ATXN2 expr inh = reduces ATXN2 reporter expression in HEK-293 cells. HEK-293 ATXN2-luciferase reporter, luminescence, 24 h. Potency, µM (series often up to 57 µM), for the others: at the top dose activity change, negative = inhibition, usual class: inhibitors. actives 0.72% (n = 360,000). AID 1745845; note: potency is the fitted concentration of half-maximal effect; % is set by controls: 0 for no effect and ±100 for the full control effect; nearly all actives have a fitted effect of over 55% in size
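ATXN2-luciferase reporter cells (luciferase flanked by upstream and downstream ATXN2 gene portions) were treated 24 h at 37 °C with compounds at up to 57 uM. SteadyGlo luminescence gave expression; GF-AFC fluorescence gave viability.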
Nrf2 block = inhibitors of Nrf2 signaling; A549 ARE-Fluc reporter, luciferase luminescence, 18-24 h; actives 2.1% (n = 360,000); AID 504444; Potency, µM (titrated, usually from 46 µM), for the others: at the highest dose activity change, negative = inhibition, actives largely listed as inhibitors; note: potency is the fitted concentration of half-maximal effect; % is set by controls: 0 for no effect and ±100 for the full control effect; nearly all actives have a fitted effect of over 60% in size
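Cells were seeded and rested 2 h, then exposed to compounds for 18-24 h. CellTiter-Fluor was read first as a viability measure. BugLite was added 15 min before the final luminescent read of ARE-luciferase activity in A549 cells.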
S2 tox = viability counter-screen for ATXN expression inhibitors; S2 cells (HEK-293 line with an ATXN2-luciferase reporter) viability, CellTiter-Fluor protease fluorescence, 24 h; Potency, µM (titrated, usually from 56.7 µM), most hits filed as cytotoxic; actives 0.49% (n = 400,000); note: potency is the fitted concentration of half-maximal effect; nearly all actives have a fitted effect of over 40% in size
HepG2 tox = counter-screen for TGF-b inhibitors: cytotoxicity in HepG2 cells. Potency, µM (doses to about 46.1 µM), for the others: at the top dose activity change, negative = cytotoxicity, actives largely listed as cytotoxic. actives 0.76% (n = 410,000). HepG2 CAGA-GFP viability, ATP luminescence, 18 h; note: potency is the fitted concentration of half-maximal effect; some results filed as inactive show a strong effect at the top dose
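CellTiter-Glo luminescence gave cytotoxicity after 18 hours at 37 degrees C. The cells were HepG2 CAGA-GFP in 1% FBS DMEM, stimulated with 500 pg/mL TGF-beta after compound addition. %Activity was normalised to no-cell wells (complete cell-killing) and DMSO (no toxicity), and curves were fitted and classified.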
Nrf2 activator = activators of Nrf2 (ARE) signaling; AREc32 ARE-luciferase reporter (MCF7-derived line), luminescence, 24 h; Potency, µM (top dose mostly 46.1 µM), for inactives: top-dose activation, most hits filed as activators; actives 0.31% (n = 410,000); note: potency is the fitted concentration of half-maximal effect; % of control where 0% means no effect; nearly all actives have a fitted effect of over 65% in size
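Cells of the AREc32 ARE-luciferase line are plated in OPTI-MEM containing 5% FBS and left overnight at 37 deg C. Compounds are pinned in, incubation continues 24 hr, and firefly luciferase signal is then measured.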
* hit, by the source's call; i = inactive; ? = inconclusive; . = not tested or not shown; & = joins results of further samples; [ ] = dose if it differs, or a comment. Unless noted, calls come from the whole dose curve; as a rule, active = well fitted curve in the direction sought with a large enough effect; inconclusive = small, poorly fitted or top-dose-only effect, or another doubt; inactive = no such curve, though single readings can be large; an effect the other way counts as inactive or inconclusive. No enrichment for hits; overall some 4.3% were active at least once.

Order of values – IL2 activator, TGFb SMAD3 inh, ATXN2 expr inh, S2 tox, Nrf2 activator, A549 tox, Nrf2 block, HepG2 tox, EPAC2 agonist
> COc1ccc2c(c1)C(=O)C(=O)N2
 : -0.4, -21%, ?, i, -0.8%, -4%, 5%, -1%, -1%
> CS(=O)(=O)Nc1ccccc1C(=O)Nc1cc(Cl)cc(Cl)c1
 : -3.8, 7.1µM*, 22µM*, ?, -0.5%, -24%, 13µM*, -26%, -8%
> CCC(=Nc1ccccc1)C1=C(O)CCCC1=O
 : 0.4, -5%, 7%, i, 0.0%, 0%, 18%, -3%, -2%
> Cc1ccc(N2CCn3c2nc2c3c(=O)n(CCCc3ccccc3)c(=O)n2C)cc1
 : ., -3%, ., ., -0.2%, 2%, -14%, -15%, .
> COc1ccc(C2NC(=O)Cc3cc(OC)c(OC)cc32)cc1OC (stereo not given)
 : -1.6, 0%, 3%, i, 0.5%, 1%, -10%, 3%, 8%
> Cc1ccc(NC(=O)c2ccc(NC(=O)CCS(=O)(=O)c3cccs3)cc2)cc1F
 : ., -20%, ?, ?, 0.4%, -3%, -28%, -13%, .
> CN(c1ccccc1)S(=O)(=O)c1cccc(NC(=O)CC(C)(C)C)c1
 : 1.2, -2%, -8%, i, 0.1%, -1%, ?, -10%, 3%
> COc1ccc(CNc2nnnn2C)c(OC)c1
 : 1.0, 21%, 6%, i, 0.3%, 0%, 0%, 4%, -3%
> Cc1nn(Cc2ccccc2)c(C)c1NC(=O)c1cc(-c2ccco2)on1
 : 0.5, -25%, -1%, i, 0.4%, -5%[1.84 µM], -8%, -20%, -6%
> COc1cc(C2C(C#N)=C(N)Oc3cc(C)oc(=O)c32)ccc1OC(=O)N1CCOCC1 (stereo not given)
 : -0.7, 4%, 1%, i, 0.6%, ., 1%, 0%, 6%
> CCOc1ccc(N2CC(C)Cn3c2nc2c3c(=O)n(Cc3c(F)cccc3Cl)c(=O)n2C)cc1 (stereo not given)
 : ., -18%, ., ., -0.2%, -1%, ?, 2%, .
> CC(OC(=O)Cc1coc2ccc3ccccc3c12)C(=O)NC(N)=O (stereo not given)
 : -2.4, ?, 5%, i, -0.5%, 2%, 4%, 5%, 7%
> CCN1CCN(CC(=O)N2c3ccccc3Sc3ccccc32)CC1
 : -1.0, -15%, ., i, 0.0%, 6%, -1%, -2%, 3%
> COc1ccc(N2CCN(CC(O)COc3ccc(C(C)C)c(C)c3)CC2)cc1 (stereo not given)
 : ., ?, -19%, ?, 0.6%, -11%, -25%, -24%, .
> O=C1CC(c2ccco2)Cc2nc(N3CCc4ccccc4C3)ncc21 (stereo not given)
 : -0.6, -5%, 0%, i, 22%, 9%, -7%, 1%, 12%
> CCOC(=O)C1(C)CCCN1C(=O)c1ccc(C)cc1 (stereo not given)
 : 0.7, -20%, 5%, i, -0.7%[9.22 µM], ., ., -12%, 3%
> C[C@@H]1CN([C@@H](C)CO)C(=O)CCCn2nncc2CO[C@H]1CN(C)S(=O)(=O)c1ccc(-c2ccccc2)cc1
 : 1.3, 2%, 6%, i, -0.8%, ., ., -14%, 4%
> CC(NC(=O)COc1ccc(S(=O)(=O)N2CCCC2)cc1)c1ccccc1 (stereo not given)
 : -1.5, 1%, 0%, i, -0.7%, 1%, 1%, -16%, 6%
> CCn1c(SC(C)C(=O)O)nnc1-c1cccnc1 (stereo not given)
 : -0.2, 3%, 6%, i, 0.2%, -7%, 16%, -4%, 1%
> O=C(NCC(=O)N(c1ccccc1)C(C(=O)NCC1CCCO1)c1ccccc1)c1ccco1 (stereo not given)
 : -2.3, -20%, 23%, ?, -0.3%, -1%, 7%, -5%, -2%
> Nc1ncnc2c1ccn2[C@H]1CN(Cc2ccc3c(c2)OCO3)C[C@@H](CO)O1
 : -0.2, -14%, 6%, i, 0.3%, ., ., 1%, 2%
> Cc1nonc1CN(C)C(=O)CC1C(=O)NCCN1Cc1ccc(F)c(F)c1 (stereo not given)
 : 0.6, -1%, -9%, i, -0.2%, -8%, -14%, -12%, 2%
> N#Cc1sc(=O)[nH]c1Cl
 : 0.1, 14%&-2%, 15%, i, -1.6%, 1%&-1%, 15%&10%, -5%&-6%, 5%
> Nc1c(C(=O)c2ccc(Cl)cc2)sc2nc3c(cc12)CCC3
 : 7.7, -17%, 11%, i, 3.6%, -6%, 4%, 2%, -2%
> O=C(O)CCCCCNS(=O)(=O)c1ccc2c(c1)OCCO2
 : 1.5, 0%, -6%, i, -0.5%, 1%, -3%, 14%, 1%
> Cc1cccc(CC(=O)NC2CC(=O)N(c3cccc(F)c3)C2)c1 (stereo not given)
 : ., -13%, ., ., -0.9%, 0%, ., 2%, .
> CC(OC(=O)CCN1C(=O)C2CC=CCC2C1=O)C(=O)Nc1ccc(F)cc1 (stereo not given)
 : -3.4, -4%, 7%, i, 0.2%, 2%, 17%, -7%, -2%
> CCNC(=O)c1oc2c(c1C)C(=O)CC(C)(C)C2
 : 1.1, -4%, 2%, i, -0.4%, 0%, -4%, -4%, 1%
> Cn1c(C(=O)NCCc2c[nH]c3ccccc23)cc2sccc21
 : 1.1, -3%, 27%, i, 10%, -1%, ?, -25%, 9%
> CCN(C(=O)COC(=O)c1ccc([N+](=O)[O-])o1)C1CCCCC1
 : -0.5, -28%, ., i, ?, -4%, ?, -28%, 9%

Brought forward from above: two compounds; new compounds follow.
Order of values – IL2 activator, TGFb SMAD3 inh, ATXN2 expr inh, S2 tox, Nrf2 activator, A549 tox, Nrf2 block, HepG2 tox, EPAC2 agonist
> Cn1c(C(=O)NCCc2c[nH]c3ccccc23)cc2sccc21
 : 1.1, -3%, 27%, i, 10%, -1%, ?, -25%, 9%
> CCN(C(=O)COC(=O)c1ccc([N+](=O)[O-])o1)C1CCCCC1
 : -0.5, -28%, ., i, ?, -4%, ?, -28%, 9%
> CC(NC(=O)CN(C)S(=O)(=O)c1cnc[nH]1)c1ccccc1 (stereo not given)
 : 0.3, -3%, -25%, i, 0.3%, -6%, -6%, -4%, 11%
> Cc1ccc(CCNC(=O)CC(C)CC2=NS(=O)(=O)c3ccccc3N2)cc1 (stereo not given)
 : -1.2, -4%, -1%, i, -0.5%, 9%, 3%, -2%, -2%
> Nc1ccccc1C(=O)NC1CCCCNC1=O (stereo not given)
 : 0.2, 15%, 29%, i, 1.4%, -12%, 0%, 14%, 3%
> COc1ccc2ccccc2c1/C=N/NC(=O)c1ccccc1F
 : -0.8, 0%, -2%, i, 21%, 0%, -3%, 3%, 6%
> Nc1cc(=O)[nH]c(SCC(=O)Nc2ccc(S(=O)(=O)N3CCCC3)cc2)n1
 : 0.6, 1%, -6%, ?, -0.8%, 2%, ?, -1%, 3%
> COc1ccc(CC(=O)NCc2cccs2)cc1OC
 : -1.1, -9%, -4%, i, -0.3%, -17%, 5%, -2%, -7%
> CN(C)CCCN(C(=O)/C=C/c1cccs1)c1nc2c(F)cccc2s1
 : -4.2, 18µM*, ?, ?, ?, -7%, 4%, 13µM*, 5%
> O=C(CCc1nnc(-c2ccccc2)o1)NC1CCCCC1
 : 2.1, -18%, ., i, 5.8%, -5%, ?, -9%, 6%
> Cc1ccc(NC(=O)Cc2cccs2)cc1Cl
 : 0.3, -10%, 20%, i, 6.2%, 6%, ?, 3%, 8%
> CC(=O)N1CCC2(CC1)C/C(=N\NC(=S)Nc1ccccc1F)c1cc(O)ccc1O2
 : -2.3, -5%, -10%[11.3 µM], i, 7.3%, 11%, ?, -37%, 1%
> N/C(=N\O)c1ccc([N+](=O)[O-])s1
 : 0.5, -11%, ., i, 2.5%, -18%, -21%, -12%, 13%
> CCN(CC)CCN1C(=O)c2ccccc2NC1c1ccc(F)cc1 (stereo not given)
 : 0.3, 0%, -3%, i, 8.1%, 2%, -2%, -7%, 5%
> COC(=O)c1ccccc1NC(=O)C1CC=CCC1C(=O)O (stereo not given)
 : -1.7, -4%, -9%, i, -1.0%, -9%, -21%, 0%, 2%
> CCCCN1C(=O)C(CC(=O)NC2CCCCC2)CC(C(=O)N(C)C)=C1C (stereo not given)
 : -1.4, -5%, -7%, i, 0.6%, ., ., 1%, 12%
> COc1ccc(Br)cc1CNC(=O)CCNC(=O)Cn1ccc2ccccc2c1=O
 : 1.5, 11%, -19%, i, 0.1%, -4%, -13%, -7%, 4%
> O=C(c1cnc2n(c1=O)CCS2)N(C1CCCCC1)C1CCCCC1
 : -1.7, 1%, 1%, i, 0.0%, -13%, 10%, -2%, -4%
> CCCn1nc(NC(=O)c2ccco2)c2cc3cc(C)ccc3nc21
 : 0.2, -5%, 18%, ., 0.3%, 0%, 5%, -32%, -5%
> CC(=O)C1=C(C)Nc2ncnn2C1c1ccc(F)cc1 (stereo not given)
 : 0.4, 14%, ., ?, -1.2%, 1%, 3%, -1%, 5%
> Cc1cc(S(=O)(=O)NC(C)c2nnc3ccccn23)ccc1Br (stereo not given)
 : -0.6, 6%, 8%, ?, -0.1%, 2%, 0%, 1%, -6%
> COc1cccc(Cn2c(=O)n(-c3ccc(Br)cc3F)c(=O)c3sc4ccccc4c32)c1
 : ., 1%, 6%, i, -0.8%, -5%, -10%, 3%, .
> COc1ccc(CNC(=O)CCc2c(C)c3cc4c(C)c(C)oc4cc3oc2=O)cc1OC
 : ., -15%, ., ., 2.8%, -9%, 12%, -45%, .
